# Kir21 inh: blocks the mouse Kir2.1 inward-rectifier potassium channel | P35561 | HEK293-Kir2.1, FluxOR thallium flux fluorescence; stronger effect = lower value | B-score at 10 µM | 310,000 tested, 0.85% active | AID 1672;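 active means fluorescence ratio B-score at or below minus 3 SD of library scores, with starting-brightness B-score within 2 SD, cut at about -4.2 in these data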;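 further: channel flux triggered by added potassium and thallium sulfate stimulus; B-score of peak minus minimum fluorescence over baseline after thallium stimulus; more negative B-score means stronger Kir2.1 block with less thallium influx; some compounds called inactive have numbers as strong as hits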
# KCNQ2 block: KCNQ2 channel blockers in CHO-K1 cells – cell-based, FluxOR thallium flux, B-score, primary screen (AID 2156). 310,000 tested, 1.1% active. O88943. 20 min; stronger effect = lower value. B-score at 10 µM;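 active means fluorescence ratio B-score at most minus 3 library SDs, with starting brightness B-score within 2 library SDs, cut at about -5.5 in these data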
# Target sequence (O88943 whole entry, looked up): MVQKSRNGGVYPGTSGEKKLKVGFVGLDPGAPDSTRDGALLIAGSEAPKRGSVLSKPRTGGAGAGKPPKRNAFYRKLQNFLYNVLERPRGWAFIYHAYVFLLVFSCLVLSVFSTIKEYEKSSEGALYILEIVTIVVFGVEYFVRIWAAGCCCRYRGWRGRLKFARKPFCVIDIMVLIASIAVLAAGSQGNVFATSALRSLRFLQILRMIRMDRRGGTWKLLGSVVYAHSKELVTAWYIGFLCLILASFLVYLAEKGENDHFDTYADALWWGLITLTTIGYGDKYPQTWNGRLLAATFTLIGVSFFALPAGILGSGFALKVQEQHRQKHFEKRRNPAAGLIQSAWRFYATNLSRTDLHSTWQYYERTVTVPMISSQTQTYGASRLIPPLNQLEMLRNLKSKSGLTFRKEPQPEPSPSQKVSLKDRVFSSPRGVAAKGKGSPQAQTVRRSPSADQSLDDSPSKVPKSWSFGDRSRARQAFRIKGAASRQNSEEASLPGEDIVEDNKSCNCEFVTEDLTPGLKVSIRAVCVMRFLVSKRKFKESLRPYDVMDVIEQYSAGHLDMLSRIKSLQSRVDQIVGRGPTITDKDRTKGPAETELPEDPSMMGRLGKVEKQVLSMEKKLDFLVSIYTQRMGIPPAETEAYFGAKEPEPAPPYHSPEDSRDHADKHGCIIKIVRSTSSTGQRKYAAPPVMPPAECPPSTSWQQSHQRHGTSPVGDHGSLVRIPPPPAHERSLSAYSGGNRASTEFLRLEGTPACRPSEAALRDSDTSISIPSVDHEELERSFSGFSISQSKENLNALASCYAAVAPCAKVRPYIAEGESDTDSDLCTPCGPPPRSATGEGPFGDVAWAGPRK
# CHT block: human CHT choline transport inhibition; 310,000 tested, 0.86% active; B-score at 10 µM; Q9GZV3; CHT-expressing cells, membrane potential dye, choline response; stronger effect = lower value;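 active means B-score over 3 SD under the library average, and starting fluorescence ratio not unusually high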;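 further: choline stimulus applied at its EC90 after an EC20 pre-addition; B-score computed on integrated fluorescence ratio after choline addition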
# * hit, by the source's call; i = inactive.
SMILES,Kir21 inh,KCNQ2 block,CHT block
CN1CCN(S(=O)(=O)c2ccc(Oc3ccc(Br)cc3F)nc2)CC1,0.36,i,i
COc1ccc(Cl)cc1NC(=O)CSc1ncnc2c1oc1ccccc12,0.16,i,i
N/C(=N\OC(=O)c1ccncc1)c1cccc([N+](=O)[O-])c1,1.1,i,i
CC(=O)c1c(C)[nH]c(C(=O)Nc2nc(C)cs2)c1C,-1.5,i,i
COc1cc(C(=O)Nc2cc(C(F)(F)F)ccc2Cl)cc(OC)c1OC,-0.46,i,i
CC(=O)Nc1ccc(S(=O)(=O)N(C)S(=O)(=O)c2ccc(F)cc2)cc1,0.85,i,i
NCCCC[C@H]1CNC(=S)N1CCc1cc(C(F)(F)F)cc(C(F)(F)F)c1,-1.9,i,i
O=C(O)Cc1sc(N/N=C\c2ccncc2)nc1-c1ccccc1,0.14,i,i
CCc1ccccc1Nc1nn2c(=O)c3ccc(C(=O)NCc4ccccn4)cc3nc2s1,1.8,i,i
CCOc1ccccc1Nc1nnc(SCC(=O)Nc2cc(C)on2)s1,1.9,i,i
CC(=O)c1cnc2nc(C)nn2c1C,1.2,i,i
Cc1ccc(OCc2nnc(NC(=O)c3ccco3)s2)c(C)c1,-1.6,i,i
O=C1CC[C@@H](O)CCN1CC[C@H](Sc1ccccc1)c1ccccc1,-0.85,i,i
Oc1ccc(C(=S)N2CCCCC2)cc1,-0.14,i,i
O=C(NCCNC(=O)c1ccccc1Cl)c1ccco1,-0.5,i,i
O=C(O)CN1C(=O)C(=O)N(Cc2ccccc2F)C1=O,0.39,i,i
CNc1ccc(C(O)(C(F)(F)F)C(F)(F)F)cc1C(O)(C(F)(F)F)C(F)(F)F,-0.07,i,i
C#CCOCCOCCOCCNc1nc(N2CCN(C(=O)[C@H](CCCCN)n3cc(CCCC)nn3)CC2)nc(N2CCN(C(=O)[C@H](CCCCN)n3cc(CCCC)nn3)CC2)n1,-0.2,i,i
NC(=O)CSc1nnc(-c2cc3ccccc3o2)n1Cc1ccccc1,0.65,i,i
Cc1ccc2c(C)c(C(=O)NCc3ccc(S(N)(=O)=O)cc3)oc2c1,0.59,i,i
Cc1cc(C)nc(N2CCCC(C(=O)NCCc3ccc(F)cc3)C2)n1 (stereo unspecified),-0.53,i,i
CCCCCn1c(S(=O)(=O)O)nc2ccccc21,0.44,i,i
Cc1cc(C)nc(SCC(=O)N(C)CC(=O)Nc2c(Cl)cccc2Cl)n1,0,i,i
Cc1ccc(C)c(NC(=O)C(C)CC2COCCO2)c1 (stereo unspecified),0.18,i,i
N/C(=N\OC(=O)C1CCCCC1)c1ccc(Cl)cc1,-0.33,i,i
CC(=O)Nc1ccc(SC[C@H](Cc2ccccc2)N2CCN(CCc3ccccc3)CCC2=O)cc1,0.7,i,i
CCN(CC)C(=O)CSc1ncnc2c(-c3ccc(OC)cc3)nsc12,0.23,i,i
CCn1c(=O)cc(SCC(=O)N2CCN(C(=O)c3ccco3)CC2)c2ccccc21,0.01,i,i
CC(=O)Nc1nc(C)c(Cc2ccccc2)c(=O)[nH]1,-1.1,i,i
CC(NC(=O)c1cccc(S(=O)(=O)N2CCN(Cc3ccccc3)CC2)c1)c1ccc(Br)cc1 (stereo unspecified),0.81,i,i
O=C(OCC(=O)N1CCCc2ccccc21)c1cnc(Cl)c(Cl)c1,-0.86,i,-5.7*
Cc1ccc2c(C(=O)CN3CCC(C(N)=O)CC3)c(C)[nH]c2c1,-1.8,i,i
CCCCn1c(CCc2ccccc2)nc2cc3[nH]c(=O)c(C(C)C)nc3cc21,0.15,i,i
CN(C)c1ccc(/C=N/NC(=O)c2cccc(N3CCCC3=O)c2)cc1,0.14,i,i
O=C(c1ccco1)N1CCN(C(=S)Nc2ccc(F)cc2)CC1,0.71,i,i
COc1ccc(NC(=O)CSc2nc3ccccc3nc2N2CCCC2)c(OC)c1,1.9,i,i
OC(CN1CCN(Cc2ccccc2)CC1)Cn1c2ccccc2c2ccccc21 (stereo unspecified),-4.4*,i,i
O=C1N[C@@H](Cc2ccccc2)C(=O)N2[C@H]3Nc4ccccc4[C@@]3([C@]34C[C@H]5C(=O)N[C@@H](Cc6ccccc6)C(=O)N5[C@H]3Nc3ccccc34)C[C@@H]12,-0.1,i,i
COc1ccc(-n2nc(C(=O)NCC(=O)Nc3ccccn3)c3ccccc3c2=O)cc1,-0.31,i,i
CCC(CC)C(=O)NCc1ccccc1Cl,-0.21,i,i
CCOC(=O)N1CCC(c2cc(=O)n3[nH]ccc3n2)CC1,0.03,i,i
C=CCNCCCCOc1ccc(OCc2ccccc2)cc1,-2.5,i,i
O=C(Nc1ccccc1)C(Cc1cccs1)c1nn[nH]n1 (stereo unspecified),0.08,i,i
O=C(NCCCC(=O)N1CCOCC1)c1cccnc1,0.79,i,i
COc1ccc(N2CCN(c3nc(NCCc4ccc(OC)c(OC)c4)nc(OC)n3)CC2)cc1,-0.46,i,i
CC(C)CCN1CCC(n2nccc2NC(=O)C2CCOC2)CC1 (stereo unspecified),1.5,i,i
CCOc1ccc(NC(=O)c2cc(Cl)nc3ccccc23)cc1,0.74,i,i
COc1ccc(C(NC(=O)c2ccc(-c3ccccc3)cc2)c2ccccc2)cc1 (stereo unspecified),-0.39,i,i
CCOc1ccccc1NC(=O)N1CCCc2ccccc21,0.39,i,i
C=CCn1c(SCc2ccccc2C#N)nnc1-c1ccccc1O,-3.5,i,-6.3*
O=C(CSc1nc2ccccc2n1CC(=O)N1CCCC1)Nc1nccs1,0.78,i,i
COc1ccccc1-c1c(C(F)(F)F)oc2cc(OC(=O)c3cccc([N+](=O)[O-])c3C)ccc2c1=O,-0.04,i,i
COc1ccc2c(c1OC)C(C1c3c(cc4c(c3OC)OCO4)CCN1C)OC2=O (stereo unspecified),-1.6,i,i
O=C(NCc1ccccc1OC(F)(F)F)C1CCC(=O)N(Cc2ccccn2)C1 (stereo unspecified),0.69,i,i
COc1ccc(S(=O)(=O)NCCC(=O)NCc2cccs2)cc1,2.4,i,i
Cn1ccnc1SCc1ccc([N+](=O)[O-])cc1,-0.73,i,i
O=C(CN1C(=O)C2C3CCC(C3)C2C1=O)OCC(=O)c1cccc([N+](=O)[O-])c1 (stereo unspecified),0.09,i,i
CCNc1nc2nonc2nc1NCC,0.58,i,i
CCOC(=O)C1CCN(C(=O)c2cnn3c(C)cc(C)nc23)CC1,-1.1,i,i
Cc1ccc(S(=O)(=O)/C(C#N)=C/c2c(N3CC(C)OC(C)C3)nc3ccccn3c2=O)cc1 (stereo unspecified),-2.3,i,i

# (next part)
SMILES,Kir21 inh,KCNQ2 block,CHT block
O=S(=O)(Nc1ncccn1)c1ccc(NC(=S)NCc2cccnc2)cc1,-0.19,i,i
COc1ccc2oc3ccccc3c(=O)c2c1,1.9,i,i
O=C(CN(c1ccccc1)S(=O)(=O)c1ccccc1)Nc1ccc(F)cc1,-0.14,i,i
Cc1ccc(-c2nnn(CC(=O)N(c3cnc4ccccc4c3)C(C(=O)NC3CCCC3)c3ccncc3)n2)o1 (stereo unspecified),0.14,i,i
CC(C)CC(Nc1ncnc2scc(-c3ccccc3)c12)C(=O)O (stereo unspecified),0.07,i,i
CCOC(=O)N1CCN(S(=O)(=O)N2CCCC(C(=O)NCc3cccc(OC)c3)C2)CC1 (stereo unspecified),-0.09,i,i
CC(=O)c1cccc(CN2CCC(C(=O)Nc3cccc(-c4ccn[nH]4)c3)CC2)c1,0.67,i,i
O=C1NC2(CCCC2)Oc2ccccc21,-1.3,i,i
O=C(CN1C(=O)CC(c2ccccc2)Sc2ccccc21)NCC1CCCO1 (stereo unspecified),0.1,i,i
COc1ccc(CCN2CC(C(=O)NCc3ccco3)CC2=O)cc1OC (stereo unspecified),-1.4,i,i
Cc1ccc(S(=O)(=O)N=S(CCO)CCO)cc1,0.03,i,i
Cc1cc(NC(=O)c2cccc(COc3ccc(Br)cc3)c2)no1,0.94,i,i
CCCCN(C(=O)Nc1ccc(OCC)cc1)C1CCN(C(C)=O)CC1,-0.09,i,i
CCN1CCN(CC(O)COCCOc2ccc(Br)cc2)CC1 (stereo unspecified),0.85,i,i
O=C(c1cccnc1)C1CCCN(Cc2nc(Cc3ccccc3)no2)C1 (stereo unspecified),-0.62,i,i
COc1ccc(NC(=O)COc2ccccc2Cc2ccccc2)cc1S(N)(=O)=O,-1.8,i,i
CC(C)n1c(CN2CCN(C)CC2)nc2c1c(=O)n(C)c(=O)n2C,0.55,i,i
Cc1cccn2c(=O)c3cc(C(=O)N4COCC4(C)C)n(Cc4ccccc4)c3nc12,-0.35,i,i
CC1(C)Cc2nc3oc4c(NCCCN5CCOCC5)ncnc4c3cc2CO1,-0.02,i,i
C/C(=N\OCC(=O)Nc1ccccc1C(C)(C)C)c1ccc2c(c1)OCCO2,-3.5,i,i
Cn1c(=O)c2ncn(CC(=O)Nc3ccc(N4CCOCC4)cc3)c2n(C)c1=O,1.8,i,i
Cn1cnnc1SCC(=O)Nc1ccc2nc(SCc3ccccc3)sc2c1,2.4,i,i
CCOc1ccc(-c2nc(CSCC(=O)N3CCN(C(=O)c4ccco4)CC3)c(C)o2)cc1,-1.3,i,i
CCOC(=O)C(Cc1ccccc1)C(=O)NCc1ccccc1 (stereo unspecified),0,i,i
COc1ccc(CCNC(=O)Cn2c(=O)[nH]c3ccsc3c2=O)cc1OC,0.25,i,i
Cc1ccc(/C=N\NC(=O)/C(=C\Nc2nccc(C)n2)NC(=O)c2ccccc2)cc1,-0.01,i,i
O=C(NCC1(c2ccccc2)CCCC1)c1ccc(Br)cc1,0.52,i,i
CCCNC(=O)c1ccc(N2CCC3(CC2)CC(c2cccc(Br)c2)=NO3)c(NC(=O)c2ccc(Cl)c([N+](=O)[O-])c2)c1,-0.93,i,i
COc1cc(CN2CCC(Cc3ccccc3)CC2)cc(OC)c1OC,-1.2,i,i
CCOC(=O)C1=C(O)/C(=C/c2ccc(CNC(=O)C(=O)Nc3ccc(C)cc3)o2)N=C1C,0.2,i,i
COc1ccc(-n2cc(CNCc3cccnc3)c(-c3cccc(F)c3)n2)cc1,-0.19,i,i
COc1ccc(C(=O)Oc2ccc(/C=N/NC(=O)c3ccccc3OC)cc2[N+](=O)[O-])cc1,1.6,i,i
N#Cc1cc([N+](=O)[O-])cnc1N(CCO)CCO,-0.8,i,i
COn1c(-c2ccc(C)cc2)nc2ncccc21,-0.19,i,i
COc1ccc(Oc2c(C)oc3cc(OC(=O)N4CCOCC4)ccc3c2=O)cc1,-1.2,i,i
CN1CCN(S(=O)(=O)c2cccc(C(=O)Nc3cc(C(F)(F)F)ccc3N3CCCCC3)c2)CC1,0.01,-7.3*,i
COc1ccccc1NCCC(=O)OCC(=O)NC1CCCC(C)C1C (stereo unspecified),-2.4,i,i
Cc1ccc(N2CCN(C(=S)Nc3ccccc3C)CC2)cc1,0.08,i,i
CCOC(=O)Cc1nnc2c(Nc3ccccc3F)nc3nonc3n12,-1.7,i,i
CC1CC(=O)C2=C(C1)Nc1ccccc1N=C2 (stereo unspecified),0.58,i,i
COc1ccc(NS(=O)(=O)c2cccc(C(=O)N/N=C(\C)c3ccncc3)c2)cc1,0.01,i,i
CC(Nc1nc(N2CCN(CCO)CC2)nc2ccccc12)c1ccccc1 (stereo unspecified),-0.6,i,i
CC(=O)Nc1ccc(NC(=O)CSc2nnc(-c3ccco3)o2)cc1,0.07,i,i
COc1cc2c(cc1OC)CN(CCC(=O)c1ccc(Br)cc1)CC2,-0.87,-9.6*,i
COc1ccc2cc(C(=O)C3CCCN(C(=O)C4=NN(C)C(=O)CC4)C3)ccc2c1 (stereo unspecified),-0.01,i,i
O=C(Oc1ccc2c(c1)OCO2)C12CC3CC(CC(C3)C1)C2,-1.1,i,i
COc1ccc(CCNC(=O)COc2nncc3ccccc23)cc1,-0.64,i,i
COc1ccc(-c2nc3n(c(=O)c2C#N)CCS3)c(OC)c1,0.26,i,i
COc1ccccc1NC(=O)CSCC(=O)N1c2ccccc2CCc2ccccc21,-0.69,i,i
CCN(CC(=O)Nc1ccc(S(N)(=O)=O)cc1)S(=O)(=O)c1cc(C)ccc1OC,-0.75,i,i
CC(=O)n1cc([C@H]2C=C(C(=O)NCc3ccccc3)O[C@@H](OCc3ccc(CO)cc3)C2)c2ccccc21,0.02,i,i
Cc1ccc(CN2CCN(CC(=O)NCCCN3CCN(c4ccc(F)cc4)CC3)C2=O)cc1,-1.2,i,i

# Structural class: the entries above with a COOH group.
SMILES,Kir21 inh,KCNQ2 block,CHT block
O=C(O)Cc1sc(N/N=C\c2ccncc2)nc1-c1ccccc1,0.14,i,i
O=C(O)CN1C(=O)C(=O)N(Cc2ccccc2F)C1=O,0.39,i,i
CC(C)CC(Nc1ncnc2scc(-c3ccccc3)c12)C(=O)O (stereo unspecified),0.07,i,i

# Bioassay records: PubChem BioAssay, Johns Hopkins Ion Channel Center

# Rows were taken by chance; any-hit rate near 2.6%.
